TRb-SRC2 inh: inhibitors of human thyroid hormone receptor beta-SRC2 interaction. actives 0.065% (n = 280,000). TRbeta-SRC2 peptide binding, fluorescence polarization; receptor liganded with 1 µM T3. Potency, µM (titrated, usually from 106 µM), inactives show top-dose activity change, negative = inhibition, actives largely listed as inhibitors. P10828;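 also: plate controls were bound peptide for no effect and peptide without receptor for full effect; nearly all actives have a fitted effect of over 50% in size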
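A fluorescence polarization screen tested compounds at multiple concentrations against complex formation between 0.6 uM TRb ligand-binding domain and 20 nM Texas Red SRC2 peptide, with 1 uM T3 present; readout after 5 hr.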
TexasRed fluor: counter-screen for TRb-SRC2 inhibitors: fluorescence interference; actives 0.29% (n = 280,000); TRb/SRC2 Texas Red total fluorescence interference; Potency, µM (series often up to 106 µM), without a hit: at the highest dose fluorescence change, negative = quenching; active = well fitted curve in either direction with a large enough effect; inconclusive = small, poorly fitted or top-dose-only effect
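Flags fluorescent or light-absorbing compounds by total fluorescence, S + 2P, at 555 nm excitation and 632 nm emission. Mixture: 20 nM Texas Red SRC2 peptide, 0.6 uM human TRb LBD, 1 uM T3, 5% DMSO; compound exposure 5 h at ambient temperature.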
RGS12 GoLoco inh: RGS12 GoLoco-Gai1 interaction inhibition | P63096 | Gai1:RGS12 GoLoco peptide FP, rhodamine, 10 min | AID 880 | Potency, µM (series often up to 61.6 µM), inactives show at the highest dose activity, negative = inhibition, hits mostly inhibitors | actives 0.44% (n = 230,000); active = well fitted inhibition curve with a large enough effect, not every such curve was filed as active; inactive = no such curve, though single readings can be large or run the other way; also: nearly all actives have a fitted effect of over 30% in size; many of its hits are not listed in these tables
Tau ThT inhib: blocks human tau fibril formation measured by thioflavin T | P10636 | recombinant tau K18 P301L (four-repeat tau fragment), heparin-induced fibrillization, ThT fluorescence | Potency, µM (titrated, usually from 57.4 µM), without a hit: top-dose activity, negative = inhibition, actives largely listed as inhibitors | actives 2.1% (n = 270,000); also: nearly all actives have a fitted effect of over 55% in size
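Aggregation was driven by heparin (20 uM final) acting on recombinant tau […] bearing P301L in 100 mM sodium acetate pH 7; fibrils were detected with Thioflavin T.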
L3MBTL1 inh: L3MBTL1 (human) inhibition; AlphaScreen L3MBTL1–H3K9me1 peptide binding; Potency, µM (top dose mostly 57.1 µM), inactives show at the top dose activity, negative = inhibition, most hits filed as inhibitors; actives 0.66% (n = 230,000); AID 485360; also: nearly all actives have a fitted effect of over 60% in size
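AlphaScreen assay: L3MBTL1 (50 nM final) was preincubated 30 min at room temperature with biotinylated H3(1-15)K9me1 peptide (75 nM final), then 30 min with library compounds; streptavidin donor and nickel chelate acceptor beads (10 ug/mL final) added, 30 min dark.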
Tau fibril FP: blocks human tau fibril formation measured by polarization. P10636. K18 P301L tau heparin fibrillization, Alexa594 FP, 6 h. Potency, µM (titrated, usually from 57.7 µM), for the others: top-dose activity, negative = inhibition, most hits filed as inhibitors. actives 0.39% (n = 280,000); also: nearly all actives have a fitted effect of over 55% in size
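K18 P301L tau (15 uM unlabeled/0.24 uM Alexa 594-labeled, final) + compound + heparin 20 uM final; 100 mM NaOAc pH 7; 6 hr 37 C; ThT 30 uM final added, 1 hr RT; FP ex 555/em 632 nm.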
KDM4E inh: inhibitors of human JMJD2E histone demethylase; B2RXH2; JMJD2E catalytic domain, FDH-coupled NADH fluorescence (FDH is formaldehyde dehydrogenase); Potency, µM (doses to about 57.1 µM), inactives show top-dose activity change, negative = inhibition, actives largely listed as inhibitors; actives 1.6% (n = 230,000); AID 2147; active = well fitted inhibition curve with a large enough effect, not every such curve was filed as active; inconclusive = small, poorly fitted or top-dose-only effect, or another doubt; inactive = no such curve, though single readings can be large or run the other way;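 also: 0% = wells with enzyme and -100% = buffer wells without enzyme; nearly all actives have a fitted effect of over 50% in size; many of its hits are not listed in these tables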
Target sequence (B2RXH2 1-337 limits assumed): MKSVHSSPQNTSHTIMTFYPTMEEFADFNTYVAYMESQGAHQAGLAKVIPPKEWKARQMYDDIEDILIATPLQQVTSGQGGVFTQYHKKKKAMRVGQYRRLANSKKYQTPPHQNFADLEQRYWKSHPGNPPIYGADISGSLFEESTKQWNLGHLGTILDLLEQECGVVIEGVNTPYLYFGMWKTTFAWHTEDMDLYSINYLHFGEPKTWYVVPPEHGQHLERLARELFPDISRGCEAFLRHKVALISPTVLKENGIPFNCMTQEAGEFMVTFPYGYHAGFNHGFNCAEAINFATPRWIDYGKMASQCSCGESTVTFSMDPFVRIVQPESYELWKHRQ
RECQ1 helicase: blocks DNA unwinding by human RECQ1; AID 2549; RECQ1 DNA unwinding, red fluorescence kinetic read; Potency, µM (titrated, usually from 57.3 µM), without a hit: at the top dose activity, negative = inhibition, usual class: inhibitors; actives 0.54% (n = 240,000);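 also: plate controls were vehicle for no effect and no enzyme for full effect; nearly all actives have a fitted effect of over 30% in size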
Target sequence (P46063 whole entry, looked up): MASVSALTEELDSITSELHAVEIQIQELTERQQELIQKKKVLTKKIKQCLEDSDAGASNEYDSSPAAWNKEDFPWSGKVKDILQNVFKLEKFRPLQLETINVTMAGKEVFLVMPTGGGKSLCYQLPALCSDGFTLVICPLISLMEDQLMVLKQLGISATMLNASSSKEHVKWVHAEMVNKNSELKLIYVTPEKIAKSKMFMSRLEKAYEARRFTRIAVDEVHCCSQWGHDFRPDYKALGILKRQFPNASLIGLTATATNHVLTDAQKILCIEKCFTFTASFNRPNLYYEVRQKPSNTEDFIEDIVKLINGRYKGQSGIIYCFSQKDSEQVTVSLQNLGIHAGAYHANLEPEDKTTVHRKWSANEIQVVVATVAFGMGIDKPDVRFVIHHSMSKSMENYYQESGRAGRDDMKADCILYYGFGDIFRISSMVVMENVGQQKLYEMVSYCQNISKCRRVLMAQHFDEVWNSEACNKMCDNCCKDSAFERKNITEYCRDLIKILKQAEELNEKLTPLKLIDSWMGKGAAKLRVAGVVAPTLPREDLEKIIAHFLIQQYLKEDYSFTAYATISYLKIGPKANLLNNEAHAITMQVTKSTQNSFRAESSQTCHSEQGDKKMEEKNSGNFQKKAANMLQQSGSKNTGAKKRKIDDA
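50 nM RECQ1T1 preincubated 15 min with compound in Tris pH 8.0 buffer with MgCl2, DTT, Tween-20 and 2.5 ug/ml poly(dI-dC); started with 200 nM TAMRA/BHQ-2 forked duplex and 2 mM ATP. Unwinding read as fluorescence (525/598 nm), two reads 2 h apart.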
The depositor's hits bear a star; i = inactive; ? = inconclusive; nt = not tested or not shown; [ ] = dose if it differs, or a comment. Unless noted, calls follow the shape of the dose curve; as a rule, active = well fitted curve in the direction sought with a large enough effect; inconclusive = small, poorly fitted or top-dose-only effect, or another doubt; inactive = no such curve, though single readings can be large; an effect the other way counts as inactive or inconclusive. Unless noted, % is scaled to controls: 0 for no effect and ±100 for the full control effect; potency is read from the fitted curve at half-maximal effect. Only part of the results is shown. The share of hits here may be higher or lower than overall.

1) Cc1ccc(-n2c(C)nc3ncnc(-c4ccccc4)c32)cc1
2) O=C(CNC(=O)c1cccc(Br)c1)NCCc1nc2ccccc2[nH]1
3) O=C(Cc1ccccc1F)Nc1nc2ccccc2[nH]1
4) CN(C)c1ccc(/C=C/c2nc(-c3ccccc3O)n(-c3ccccc3)n2)cc1
5) CCCN(CCC)CCCNC(=O)Cn1cc2c(n1)-c1c(oc(C(=O)N3CCCC3)c1C)CC2
6) COc1ccc(CC(=O)Nc2cccc3ncccc23)cc1OC

entry no.	1	2	3	4	5	6
L3MBTL1 inh	0%	nt	5%	nt	nt	4%
Tau ThT inhib	10%	-6%	-5%	?	-1%	2%
KDM4E inh	?	2%	-3%	nt	nt	-1%
TRb-SRC2 inh	-3%	-1%	3%	-1%	7%	-1%
RECQ1 helicase	0%	-10%	i	nt	nt	-11%
TexasRed fluor	-3%	0%	0%	-19%	-2%	0%
RGS12 GoLoco inh	-12%	-1%	7%	nt	nt	1%
Tau fibril FP	-1%	1%	-4%	?	2%	7%

7) CC(C)C1Cc2[nH]c(=O)c(C(=O)O)cc2CO1 (stereo unspecified)
8) Cc1cc(O)ccc1NC1=CC(=O)CC(C)(C)C1
9) O=S1(=O)N=C2CCCN2C(c2ccc(F)cc2)N1 (stereo unspecified)
10) COc1cc(C(=O)OCC(=O)Nc2sccc2C(N)=O)cc(OC)c1OC
11) Cc1ccccc1CSc1nnc(NC(=O)C2COc3ccccc3O2)s1 (stereo unspecified)
12) COC(=O)c1ccc(NC(=O)c2ccccc2NS(=O)(=O)c2ccccc2)cc1

entry no.	7	8	9	10	11	12
L3MBTL1 inh	5%	-7%	6%	-2%	-11%	4%
Tau ThT inhib	-6%	-10%	3%	-5%	-1%	-17%
KDM4E inh	?	-2%	2%	?	-2%	?
TRb-SRC2 inh	0%	8%	-8%	-1%	11%	6%
RECQ1 helicase	-13%	8%	-10%	-6%	-10%	-7%
TexasRed fluor	-2%	2%	0%	0%	1%	-3%
RGS12 GoLoco inh	-3%	4%	-1%	-3%	7%	0%
Tau fibril FP	4%	4%	-2%	-1%	-4%	-2%

13) O=C1CN(C(=O)COC(=O)CCCOc2ccccc2)c2ccccc2N1
14) C#CCCCCCCCCCCCC(O)CC(O)COC(C)=O (stereo unspecified)
15) Cc1ccc(-c2cc(-c3ccc(C)o3)nc(N)c2C#N)cc1
16) COc1ccc(N2C(=O)C3C(C2=O)C3(c2ccccc2)c2ccccc2)cc1 (stereo unspecified)
17) CC(C)=CCc1c(O)cc(O)c2c1O[C@H](c1ccccc1)CC2=O
18) CCN(CC(=O)NC1CCS(=O)(=O)C1)C(=O)C(c1ccccc1)c1ccccc1 (stereo unspecified)

entry no.	13	14	15	16	17	18
L3MBTL1 inh	nt	nt	-4%	-6%	nt	0%[11.4 µM]
Tau ThT inhib	-2%	?	?	?	0%	0%
KDM4E inh	1%	0%	?	-1%	2%	10%
TRb-SRC2 inh	-9%	-2%	-9%	0%	3%	-8%
RECQ1 helicase	-2%	i	-21%	-22%	-6%	-12%
TexasRed fluor	2%	-2%	0%	0%	-1%	-3%
RGS12 GoLoco inh	12%	3%	8%	2%	3%	10%
Tau fibril FP	-13%	8%	1%	-4%	-2%	8%

19) N#CC1=C(N)N2C(=C(C#N)C13CCN(Cc1ccccc1)CC3)Nc1ccccc12
20) COc1ccc(NC(=O)Cn2cc(C(=O)C3CCCCC3)c3ccccc32)cc1
21) COc1ccc(NC(=O)C2CCCN(c3ncnc4c3nc3n4CCCCC3)C2)c(OC)c1 (stereo unspecified)
22) O=C(/C=C/c1ccc2c(c1)OCCCO2)c1ccc2ccccc2c1O
23) COC(=O)CN1C(=O)C(O)(CC(=O)c2ccc(C)cc2)c2cc(Br)ccc21 (stereo unspecified)
24) O=C1c2ccccc2C(=O)N1c1cccc(-c2nc3ccccc3o2)c1

entry no.	19	20	21	22	23	24
L3MBTL1 inh	-3%	nt	nt	?	-5%	8%
Tau ThT inhib	-24%	0%	-1%	3.2µM*	11%	4%
KDM4E inh	?	nt	nt	?	-7%	0%
TRb-SRC2 inh	3%	7%	-1%	4%	-11%	4%
RECQ1 helicase	-2%	nt	nt	-18%	i	0%
TexasRed fluor	-1%	4%	2%	-2%	1%	-1%
RGS12 GoLoco inh	7%	nt	nt	17%	0%	-1%
Tau fibril FP	4%	?	3%	0%	-6%	5%

25) CCN(CC)S(=O)(=O)c1ccc(NC2c3ccccc3C(=O)N2Cc2ccc3c(c2)OCO3)cc1 (stereo unspecified)
26) Cn1c(SCC(=O)Nc2nc3ccccc3s2)ncc(C(=O)Nc2ccccc2)c1=O
27) COc1ccc(NC(=O)CN(c2ccccc2)S(=O)(=O)c2ccccc2)c(OC)c1
28) COCCNC(C)C(=O)Nc1ccc(Br)cc1 (stereo unspecified)
29) Cc1csc2ncc(C(=O)NCc3ccc4c(c3)OCO4)c(=O)n12
30) CCOC(=O)C1CCN(c2nc3c(S(=O)(=O)c4ccc(C)c(C)c4)nnn3c3ccc(Cl)cc23)CC1

entry no.	25	26	27	28	29	30
L3MBTL1 inh	nt	nt	nt	3%	-10%	nt
Tau ThT inhib	-10%	?	nt	-11%	0%	-10%
KDM4E inh	-3%	nt	-6%	-22%	-20%	nt
TRb-SRC2 inh	-9%	6%	-3%	5%	-8%	-8%
RECQ1 helicase	-4%	nt	-12%	21%	14%	nt
TexasRed fluor	-3%	-1%	-4%	2%	0%	6%
RGS12 GoLoco inh	2%	nt	8%	2%	1%	nt
Tau fibril FP	0%	-7%	nt	-5%	8%	-9%

Compounds above with two or more sulfur atoms:
11) Cc1ccccc1CSc1nnc(NC(=O)C2COc3ccccc3O2)s1 (stereo unspecified)
26) Cn1c(SCC(=O)Nc2nc3ccccc3s2)ncc(C(=O)Nc2ccccc2)c1=O

entry no.	11	26
L3MBTL1 inh	-11%	nt
Tau ThT inhib	-1%	?
KDM4E inh	-2%	nt
TRb-SRC2 inh	11%	6%
RECQ1 helicase	-10%	nt
TexasRed fluor	1%	-1%
RGS12 GoLoco inh	7%	nt
Tau fibril FP	-4%	-7%

(listing goes on)
31) CCC(=O)Nc1ccc(N2CCOCC2)c(S(=O)(=O)Nc2ccc(OC)cc2)c1
32) COc1cccc(Oc2coc3c(CN4CCOCC4)c(O)ccc3c2=O)c1
33) Cc1cc2c(cc1S(=O)(=O)NCc1ccccc1Cl)OCCN2C
34) COc1ccc(C(=O)NNC(=O)CSc2nnc(COc3ccc4ccccc4c3)n2C)cc1
35) Cc1cc(NC(=O)C2CC(c3ccc(F)cc3)=NO2)n(-c2ccccc2)n1 (stereo unspecified)
36) COc1cccc(N/C(SC)=C(/C#N)C(N)=O)c1

entry no.	31	32	33	34	35	36
L3MBTL1 inh	26%	-9%	-14%	-2%	nt	3%
Tau ThT inhib	1%	-8%	2%	-13%	-4%	-7%
KDM4E inh	-2%	?	nt	-5%	-7%	-4%
TRb-SRC2 inh	-12%	-19%	1%	-13%	7%	-12%
RECQ1 helicase	-4%	-3%	nt	-2%	-3%	-12%
TexasRed fluor	1%	0%	7%	-3%	-1%	0%
RGS12 GoLoco inh	-12%	4%	nt	12%	4%	-6%
Tau fibril FP	-2%	2%	-1%	3%	-2%	-9%

For convenience, two of the compounds above:
19) N#CC1=C(N)N2C(=C(C#N)C13CCN(Cc1ccccc1)CC3)Nc1ccccc12
20) COc1ccc(NC(=O)Cn2cc(C(=O)C3CCCCC3)c3ccccc32)cc1

entry no.	19	20
L3MBTL1 inh	-3%	nt
Tau ThT inhib	-24%	0%
KDM4E inh	?	nt
TRb-SRC2 inh	3%	7%
RECQ1 helicase	-2%	nt
TexasRed fluor	-1%	4%
RGS12 GoLoco inh	7%	nt
Tau fibril FP	4%	?

Next entries:
37) CCN(CC)c1ccc2cc(C(C)=O)c(=O)oc2c1
38) CCCc1cc(-c2nc(-c3ccc(C)cc3)cs2)ccn1
39) COc1ccc(OC)c(/C=N\NC(=O)CC(=O)NCCc2ccccc2)c1
40) COc1ccc(C(C(=O)NC2CCCC2)N(C(=O)c2snc(-c3ccc(F)cc3)c2N)c2ccc(F)cc2)cc1 (stereo unspecified)
41) COc1ccc2c(c1)Cc1sc(NC(=O)c3cccnc3)nc1-2
42) O=C1C(=O)N(C2CCN(C(=O)c3ccccc3F)CC2)CCN1Cc1ccc(F)cc1

entry no.	37	38	39	40	41	42
L3MBTL1 inh	26%	57%[activator]	-4%	5%	?	nt
Tau ThT inhib	?	?	0%	3%	7.9µM*	3%
KDM4E inh	-9%	12%	?	-6%	-28%	nt
TRb-SRC2 inh	0%	2%	4%	-10%	-17%	-1%
RECQ1 helicase	i	-2%	i	?	-2%	nt
TexasRed fluor	2%	-1%	-2%	1%	-4%	0%
RGS12 GoLoco inh	18%	6%	14%	9%	3%	nt
Tau fibril FP	-2%	2%	-6%	-7%	?	-1%

43) Cc1ncc(CN2CCN(CCC(C)C)C(CCO)C2)s1 (stereo unspecified)
44) O=C(CSc1nnc2[nH]c(=O)cc(-c3ccccc3)n12)Nc1ccc(OC(F)(F)F)cc1
45) Cc1cc(C)n(C(=O)c2sc3cc(F)ccc3c2Cl)n1
46) O=C1OC(=O)c2cc([N+](=O)[O-])ccc21
47) Cc1ccc2cc(CN(Cc3ccc(F)cc3)Cc3nnnn3C3CCCC3)c(=O)[nH]c2c1
48) Cc1ccc(C(=O)Nc2c(C(=O)N3CCOCC3)cnn2-c2ccccc2)cc1
49) COc1ccc(-c2noc(-c3ccc(NCCc4ccccc4)c([N+](=O)[O-])c3)n2)cc1OC

entry no.	43	44	45	46	47	48	49
L3MBTL1 inh	7%	nt	6%	2%	0%	nt	nt
Tau ThT inhib	-9%	?	-14%	nt	-9%	7%	?
KDM4E inh	-3%	nt	?	nt	?	-5%	nt
TRb-SRC2 inh	9%	-2%	-1%	-2%	-1%	-13%	2%
RECQ1 helicase	?	nt	0%	-14%	-8%	i	nt
TexasRed fluor	0%	0%	-3%	-3%	2%	3%	0%
RGS12 GoLoco inh	8%	nt	1%	-56%	-14%	-10%	nt
Tau fibril FP	?	-7%	4%	nt	6%	4%	-4%
